High-throughput results (PubChem BioAssay)
N-glyco inh: increase of ERlucT glycosylation luciferase signal, primary screen, N-linked glycosylation inhibitor project, D54 ERlucT cells, luminescence, set 2; D54 ERlucT glycosylation luciferase reporter, 24 h; percent of 100 nM tunicamycin response; reporter increase, % at 12.5 µM; actives 0.23% (n = 360,000);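 active = mean luciferase reporter signal, scaled so untreated is 0 and the glycosylation-blocking control 100, at or above a set limit in every replicate; inconclusive = mean reaches the limit but not every replicate does; inactive = mean below the limit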;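 also: luciferase carries N-glycosylation sites so blocking glycosylation raises the light; 0% = median of neutral control wells and 100% = median of 100 nM tunicamycin wells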
Granule exo inh: LAMP-1 surface exposure blockers, TALL-104 cells – cell-based, flow cytometry, MLPCN library, primary screen; TALL-104 LAMP-1 surface exposure; cells stimulated with thapsigargin and PMA; inhibition, % at 10 µM; actives 0.66% (n = 360,000); AID 651702, 2012;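 active = inhibition above about 55%, limit read from the data; inconclusive = no clear call, values can overlap the other calls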
PDI inh: inhibitors of human PDI, primary screen, biochemical, turbidity, single point, plate reader; actives 0.052% (n = 350,000); PDI insulin aggregation turbidity, A650, 90 min; inhibition, % at 10 µM; AID 588391, 2011;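 active = mean inhibition across replicates of 30% or more, whatever share of single replicates reach that level; inconclusive = mean inhibition below 30% while every single replicate reaches 30%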;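 also: absorbance from insulin aggregation driven by PDI reduction with DTT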
Target sequence (P07237 whole entry, looked up): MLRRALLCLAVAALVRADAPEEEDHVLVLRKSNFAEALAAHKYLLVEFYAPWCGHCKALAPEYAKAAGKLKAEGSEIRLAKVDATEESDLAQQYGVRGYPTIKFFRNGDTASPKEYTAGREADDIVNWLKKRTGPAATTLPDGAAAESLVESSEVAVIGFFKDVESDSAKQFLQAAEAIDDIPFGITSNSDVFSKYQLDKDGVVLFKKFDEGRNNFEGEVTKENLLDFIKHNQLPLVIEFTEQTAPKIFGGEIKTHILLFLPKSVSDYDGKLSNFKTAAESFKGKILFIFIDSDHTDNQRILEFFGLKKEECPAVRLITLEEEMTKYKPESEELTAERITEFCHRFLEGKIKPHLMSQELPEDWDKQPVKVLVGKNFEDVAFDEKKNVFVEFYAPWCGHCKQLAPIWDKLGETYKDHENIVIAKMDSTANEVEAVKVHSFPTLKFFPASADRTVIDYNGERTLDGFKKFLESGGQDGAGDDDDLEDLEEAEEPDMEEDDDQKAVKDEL
iPSC survival up: enhancers of single-cell hiPSC survival, primary screen, ATPlite luminescence; actives 0.044% (n = 360,000); 100% = ROCK inhibitor wells, 0% = DMSO; survival enhancement, % at 20 µM; in the data active = survival enhancement above about 18%;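 also: cells exposed to compounds for 16 hours before the ATP read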
Vif imaging: HIV Vif self-association inhibitors, primary screen, imaging, HEK293T, single point. actives 0.35% (n = 340,000). inhibition, % at 7.49 µM. HEK293T cells, Vif self-association by quenched fluorescence, 24 h; in the data active = inhibition above about 50%, passing the limit was not always enough; inconclusive = no clear call, values can overlap the other calls; inactive = below about 31%; also: some results filed as inactive read as strong as hits
CaV13 FRET inh: Disruptors of the CACNA1D IQ motif to Ca2+-dependent inactivation inhibitor domain association, primary screening, Förster resonance energy transfer in intact living …. HEK cells, CFP/YFP FRET ICDI-IQ, plate reader, 10 min; percent FRET-ratio fall versus neutral wells. inhibition, % at 12.3 µM. actives 0.098% (n = 340,000). AID 743397;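 active = mean replicate inhibition of at least 30% and at least 1% of replicates passing that level; inconclusive = only one of the two criteria is met; inactive = neither criterion is met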;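 also: 0% = median of the neutral control wells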
HTR2A ag: mouse Htr2a agonists via beta-arrestin recruitment, primary screen, cell-based, luminescence | actives 0.66% (n = 360,000) | AID 624169, 2012 | activation, % at 7.6 µM | 5-hydroxytryptamine receptor 2A (Mus musculus), P35363 | CHO-K1 mHTR2A beta-arrestin complementation; percent of 30 µM serotonin response;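 active = activation above a run cutoff, the mean activation of all tested compounds plus 3 SD, cut at about 14% in these data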;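 also: 0% = plate median of compound wells and 100% = 30 µM serotonin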
Target sequence (P35363 whole entry, looked up): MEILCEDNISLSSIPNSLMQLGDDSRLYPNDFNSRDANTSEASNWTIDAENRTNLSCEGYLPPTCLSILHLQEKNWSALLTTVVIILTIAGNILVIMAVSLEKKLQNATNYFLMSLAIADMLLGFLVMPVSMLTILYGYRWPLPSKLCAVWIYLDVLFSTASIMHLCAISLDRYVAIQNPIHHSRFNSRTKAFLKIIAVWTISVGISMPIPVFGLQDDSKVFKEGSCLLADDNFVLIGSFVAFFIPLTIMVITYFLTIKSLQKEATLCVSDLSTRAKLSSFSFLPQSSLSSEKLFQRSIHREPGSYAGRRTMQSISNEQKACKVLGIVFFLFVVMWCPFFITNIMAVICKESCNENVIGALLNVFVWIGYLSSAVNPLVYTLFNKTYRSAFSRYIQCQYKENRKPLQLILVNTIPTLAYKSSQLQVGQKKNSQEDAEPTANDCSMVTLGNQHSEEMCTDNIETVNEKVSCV
ABCB6 inh 2: ABCB6 transporter inhibitors, primary screen, K562-ABCB6 cells, flow cytometry, MLPCN library | ATP-binding cassette sub-family B member 6 (Homo sapiens), Q9NP58 | K562-ABCB6 porphyrin accumulation, 1 h; active compounds read low | fluorescence ratio to DMSO, % at 10 µM | actives 0.19% (n = 360,000);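 active = fluorescence ratio to DMSO below 75%, the collection mean minus 3 SD; inconclusive = too few cells collected in the well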;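 also: signal is porphyrin accumulated inside mitochondria; 100% equals median channel fluorescence of DMSO control wells; lower ratio means ABCB6 inhibition with less porphyrin fluorescence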
Cardio protect: cardioprotection against H2O2-induced cell death, primary screen, uHTS, H9c2 cells, ATPLite luminescence; H9c2 cardiomyocytes, H2O2 injury protection, 2 h; protection from H2O2 cell death, % at 20 µM; actives 0.63% (n = 360,000); AID 588492, 2011;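 active = compounds giving at least 50% protection of heart cells from peroxide-induced death in the single-dose screen, raw or plate-pattern-corrected value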;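 also: 0% = DMSO wells with peroxide and 100% = DMSO wells without peroxide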
aDG glyco up: activators of alpha-DG glycosylation, primary screen, uHTS, Pro5-aDG cells, AlphaScreen; alpha-DG glycosylation AlphaScreen (IIH6); 0% Pro5, 100% B10-LARGE cell signal; activation, % at 10 µM; actives 0.22% (n = 360,000); AID 624168, 2012;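 active = activation of at least 8% versus controls, or a plate z-score of at least 8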;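 also: Pro5 are CHO cells carrying HIG-tagged alpha-DG that lacks glycosylation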
Starred values were filed as active, the others as inactive; ? = inconclusive; . = not tested or not shown. Not a hit list; 3.1% or so of the library scored in one or more.

SMILES,ABCB6 inh 2,HTR2A ag,PDI inh,Cardio protect,Granule exo inh,N-glyco inh,aDG glyco up,CaV13 FRET inh,Vif imaging,iPSC survival up
CCOc1ccccc1OCC(=O)Nc1nnc(C)s1,104,0,-8,-4,0,0,-0.1,.,1,2.2
C[C@H](CO)N1C[C@H](C)[C@@H](CN(C)C(=O)Nc2ccc(C(F)(F)F)cc2)Oc2ccc(NC(=O)NC3CCCCC3)cc2C1=O,100,-7,1,-2,3,3,-0.3,-3,4,-0.9
COc1ccccc1N1CCN(C(=O)c2ccoc2C)CC1,109,2,-22,-12,2,1,0.0,.,2,1.1
CN1CCN(c2ccc3c(c2)C2CC3CCN2C(=O)OCc2ccccc2)CC1 (centres undefined),102,-2,-15,-14,4,-1,0.2,-6,.,-2.6
COc1ccc(C2NC(=O)NC(C)=C2[N+](=O)[O-])cc1 (centres undefined),98,-3,4,8,-6,3,0.0,-6,33,-0.2
O=C(NCc1ccccn1)c1cc(-n2cnnc2)ccc1Cl,95,4,13,5,0,1,-0.1,-6,0,1.9
COc1ccc2oc(C)c(C(=O)Cn3ccnc3)c2c1,84,-2,4,5,-2,1,0.3,0,0,4.1
Cc1c(CCC(C)C)c(=O)n2c([nH]c3ccccc32)c1C#N,96,0,1,-31,-3,0,0.2,.,-7,-1.5
CCOC(=O)Cn1cnc2sc(C(=O)OC)c(C)c2c1=O,102,1,10,1,0,2,0.4,-2,8,2.4
CCOC(=O)COn1c(-c2cccc(Cl)c2)nc2ccc([N+](=O)[O-])cc21,97,3,-4,-29,29,0,0.7,-2,.,0.8
COc1ccc(C2=Nn3c(nnc3-c3cc(C)[nH]n3)SC2)cc1,94,-3,5,5,8,13,-0.1,-5,11,0.3
Cc1ccccc1C(=O)NNC(=O)Cc1ccccc1,99,7,1,0,-5,0,-0.2,.,-7,1.1
C[C@H]1COC(=O)[C@H](CC(=O)OC(C)(C)C)C/C=C\C[C@@H](CC(=O)NCCO)C(=O)N1,97,-11,4,-1,-8,0,0.2,-12,-1,-2.5
CCn1cc(/C=C(\NC(=O)c2cc(OC)c(OC)c(OC)c2)C(=O)NCCCN2CCOCC2)c2ccccc21,96,-7,3,3,2,5,0.0,-3,3,0.0
CCc1nc2ccc(C(=O)NCCCn3ccnc3)cn2c1N(C)CCCc1ccccc1,95,-5,21,1,18,-1,0.0,-5,15,-1.1
CCOC(=O)CCCNC(=O)COC(=O)c1cc2ccccc2cc1O,95,4,6,-2,0,0,-0.2,-5,.,2.7
CC(=O)N1N=C(c2ccco2)CC1c1cc2cc(C)ccc2nc1Cl (centres undefined),163,2,-7,-1,2,-1,-0.2,-2,-4,-0.7
Cc1cnc([N+](=O)[O-])n1CCOC(=O)NC(=O)c1cccc(F)c1,101,2,3,5,2,1,-0.1,11,?,-0.5
CCN1CCSc2ccc(C(=O)Nc3ccc(NC(C)=O)cc3)cc21,103,1,15,7,-10,-3,-0.3,1,-6,-1.0
CCn1c2ccccc2c2cc(NC(=O)c3cc(C)on3)ccc21,102,-2,-2,-10,7,5,0.0,7,10,-0.6
CC(=O)Nc1nnc(SCC(=O)NC(C)(C)C)s1,101,-1,12,-2,-1,2,0.0,-10,9,0.6
CC(=O)Nc1ccc(NC(=O)CSc2nnc(CNc3ccc(F)cc3)n2CC2CCCO2)cc1 (centres undefined),100,-2,-7,0,1,0,0.1,-1,-9,-0.5
COc1ccc(/C=N/N=C2/NC(=O)CC(C(=O)O)S2)cc1 (centres undefined),99,0,-1,1,-1,3,-0.1,-5,-13,-1.8
CN(CCc1ccccc1)C(=O)c1ccc(NC(=O)Cc2ccc(NC(=O)C3CCN(S(=O)(=O)c4cccc([N+](=O)[O-])c4)CC3)cc2)cc1,102,1,-15,-25,-1,-3,0.0,-6,-11,-1.5
Cc1ccc(CSc2nncn2-c2ccccn2)cc1,104,-1,-9,2,1,-1,-0.2,-5,11,3.4
CC(=O)NC1=C(N(C)C2CCS(=O)(=O)C2)C(=O)c2ccccc2C1=O (centres undefined),97,-4,-7,-11,13,11,3.9,-5,-13,-4.2
O=C(O)c1cccc(-n2cccc2/C=C2\NC(=O)N(Cc3ccc(F)cc3)C2=O)c1,99,4,15,0,2,-3,-0.2,-4,1,2.5
CCN(C(=O)c1ccc(S(=O)(=O)N2CCC(C)CC2)cc1)C1CCS(=O)(=O)C1 (centres undefined),100,0,4,-3,-11,1,-0.3,-1,.,0.9
O=C(NCc1ccccc1CN1CCOCC1)c1ccc(-n2cccn2)cc1,94,5,5,5,-2,-2,-0.2,-2,-10,-1.2
Nn1c(SCC(=O)NC(=O)NC2CCCC2)nnc1-c1ccccc1F,98,-1,-15,-3,0,7,0.0,.,-1,-1.2
Cc1ccc(N2CCN(S(=O)(=O)c3ccc(C)cc3)CC2)cc1,98,1,1,-2,-1,2,-0.2,-2,40,0.3
CN(C)c1nc(N(C)C)nc(N(C#N)CCOc2ccccc2)n1,96,0,11,-19,7,-1,0.2,-5,34,4.1
O=C(O)c1ccc(/C=N/NC(=S)NC2CCCCC2)cc1,98,1,-3,6,-1,0,-0.1,-6,-11,0.8
CCN1C(=O)N(CN2CCOCC2)C2C1N(CN1CCOCC1)C(=O)N2CC (centres undefined),92,-1,6,3,-1,1,-0.2,-1,10,-1.9
COc1ccccc1/C=C/CN1CCC(Oc2cc(C(=O)NC3CC3)ccc2OC)CC1,103,-14,0,6,-6,2,0.0,-5,-7,-0.5
CC(=O)n1cc(N(C(=O)CCl)c2ccc(C)cc2)c2ccccc21,81,-2,-10,-5,-1,0,-0.2,4,1,-0.3
O=C(NCC(c1cccs1)N1CCOCC1)c1ccc(Cl)s1 (centres undefined),97,-6,2,-4,4,7,-0.2,-5,7,-1.6
Cc1onc(-c2ccccc2)c1C(=O)N1CCN(c2ncccn2)CC1,101,2,-2,-6,-6,2,-0.3,-6,2,-1.7
CCN(CC)S(=O)(=O)c1ccc(Cl)c(C(=O)Nc2nncs2)c1,96,3,3,-2,0,1,-0.1,-7,.,-1.7
O=C(Nc1ccc(Br)cc1)c1cc(-c2ccc3c(c2)OCO3)on1,103,-7,-23,-6,8,-3,-0.2,-2,-8,-0.4
N#CCCN1CCN(C2=NC(=O)/C(=C\c3cccs3)S2)CC1,95,1,-18,-2,-3,-6,0.5,-6,12,0.0
O=C1NC[C@@H](CCCCN2C[C@H](Cc3ccc(O)cc3)N(CC3CCCCC3)C(=O)C2=O)N(CC2CCCCC2)C1=O,97,-2,.,.,3,.,0.2,-3,.,1.0
CCOC(=O)c1c(C)[nH]c(C)c1C(=O)CSc1nc2ccccc2n1CCC#N,94,12,3,19,1,1,-0.2,-5,3,1.7
O=C(NCc1ccccc1)NCc1cccs1,95,-1,-6,1,2,0,0.4,-2,-17,-0.6
CC(C(=O)Nc1ccc(C(N)=O)cc1)N1C(=O)c2ccccc2S1(=O)=O (centres undefined),96,7,-16,4,2,1,-0.3,-2,-4,-0.3
O=C(CNCC1CCCO1)Nc1ccc([N+](=O)[O-])cc1C(=O)Nc1ccccc1F (centres undefined),96,8,1,7,-7,-1,0.0,-5,3,0.3
CCC(NC(=O)CC[C@H]1O[C@@H](n2cc(C)c(=O)[nH]c2=O)C[C@@H]1O)c1ccccc1 (some centres undefined),101,-1,-2,7,14,2,-0.2,-5,9,-2.0
O=C1CN(C(=O)COC(=O)/C=C/c2ccc(S(=O)(=O)N3CCOCC3)cc2)c2ccccc2N1,92,-5,-4,-6,1,2,0.0,-2,7,2.9
Cc1ccc(NC(=O)c2nc[nH]c2C(=O)NC2CCN(C(=O)OC(C)(C)C)CC2)cc1,97,2,13,9,-3,3,-0.1,-6,-5,1.5
CC(C)N(C(=O)CSc1nnc(Cc2ccc3c(c2)OCO3)n1C)C(C)C,91,2,9,-10,-3,1,-0.1,3,7,2.3
Cc1cc(C)n(-c2ccc(NC(=O)C3CCCCN3C(=O)c3cccs3)cc2)n1 (centres undefined),104,-1,-3,1,-11,-3,-0.1,-5,-7,-0.6
Nc1ncnc2c1ncn2C1CCCO1 (centres undefined),93,1,1,9,-4,6,0.0,-5,8,-1.6
CC(Sc1ncnc2c1cnn2-c1ccccc1)C(=O)Nc1ccc(N2CCOCC2)cc1 (centres undefined),93,7,-5,-14,-4,-5,-0.2,-6,2,-0.3
CCOc1ccc(CCNC(=O)C2CC(=O)N(C3CCCC3)C2)cc1OCC (centres undefined),96,4,1,-3,-9,-3,-0.2,-9,2,0.5
OC1CCN(Cc2cn(Cc3ccccc3)nc2-c2cc3ccccc3o2)CC1,98,-2,0,15,-2,0,0.7,-5,-2,1.1
O=C(O)c1ccn(COc2ccc(Br)cc2)n1,95,7,13,-7,2,3,-0.1,-5,0,1.1
CCOc1ccc(CCNC(=O)c2nnn(CC(=O)Nc3ccccc3C)c2N)cc1OCC,97,-4,-2,4,28,1,0.4,-5,3,0.3
CCN(Cc1ccccc1)C(=O)CCS(=O)(=O)c1ccc2c(c1)NC(=O)CO2,99,3,10,0,-8,0,-0.1,-7,-5,0.2
COc1ccc(NS(=O)(=O)c2cc(NC(=O)C3CCCCC3)ccc2N2CCOCC2)cc1,99,-7,-3,2,-2,-3,-0.4,2,-1,-0.7
O=C(NCc1ccc2c(c1)OCO2)c1cccc([N+](=O)[O-])c1,97,0,1,-1,-8,-1,0.2,0,.,-0.1

More entries follow.
SMILES,ABCB6 inh 2,HTR2A ag,PDI inh,Cardio protect,Granule exo inh,N-glyco inh,aDG glyco up,CaV13 FRET inh,Vif imaging,iPSC survival up
O=S(=O)(Nc1ccccc1Br)c1cccs1,98,7,-2,1,-5,1,0.0,-3,37,0.2
COc1cc(OC)c(NC(=O)CCNC(=O)Cn2cnc3ccccc3c2=O)cc1Cl,98,4,-5,-3,-3,4,0.8,.,.,1.5
CC1=CC2=NC(=O)/C(=C\c3cn(C)c4ccccc34)C(=N)N2O1,96,1,11,1,3,4,-0.4,-20,165,-0.2
Cc1ccc(S(=O)(=O)N(C)CC(=O)NNC(=O)CCS(=O)(=O)c2ccccc2)cc1,98,1,4,0,-8,2,-0.2,-14,-3,9.9
